# Screening results as filed in PubChem BioAssay.
# SW480 rerep – DNA re-replication induction in SW480 cells | SW480 DNA re-replication, Hoechst DNA content imaging, 48 h | Potency, µM (doses to about 46.1 µM), without a hit: at the top dose re-replication activation, most hits filed as activators | hit rate 1.8% among 340,000 | AID 624297; further: potency means the concentration at half of the fitted maximal effect; % of control where 0% means no effect; nearly all actives have a fitted effect of over 55% in size
#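 Quantitative HTS format with DMSO vehicle controls; 48 hr drug incubation at 37 C, then 40 min Hoechst staining and scanning imager measurement at 405 nm excitation.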
# KB-3-1 tox – KB-3-1 parental cell cytotoxicity. KB-3-1 viability, CellTiter-Glo ATP luminescence, 72 h. Potency, µM (top dose mostly 46.1 µM), for the others: top-dose activity change, negative = cytotoxic, most hits filed as cytotoxic. hit rate 1.4% among 400,000; further: potency means the concentration at half of the fitted maximal effect; on the % scale 0 is the no-effect control and ±100 the full control effect; nearly all actives have a fitted effect of over 60% in size
#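 Cytotoxicity measured as CellTiter-Glo luminescence after 72 h at 37 C. Compound titrations were pinned onto drug-naive KB-3-1 parental adenocarcinoma cells grown in DMEM with 10% FBS, and normalized data fitted to concentration-response curves.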
# ATXN2 expr inh – reduces ATXN2 reporter expression in HEK-293 cells | AID 1745845 | HEK-293 ATXN2-luciferase reporter, luminescence, 24 h | hit rate 0.72% among 360,000 | Potency, µM (series often up to 57 µM), for the others: at the top dose activity change, negative = inhibition, actives largely listed as inhibitors; further: potency means the concentration at half of the fitted maximal effect; on the % scale 0 is the no-effect control and ±100 the full control effect; nearly all actives have a fitted effect of over 55% in size
#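 qHTS (up to 57 uM final) was run with 24 h compound exposure of reporter cells at 37 °C. Each well was multiplexed: SteadyGlo luminescence measured ATXN2-luciferase expression after a fluorogenic Gly-Phe-AFC viability readout (25 uM final).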
# HT1080NT lethal – kills 2HG-producing HT-1080-NT fibrosarcoma cells; HT-1080-NT fibrosarcoma viability, CellTiter-Glo ATP luminescence, 48 h; Potency, µM (series often up to 46.1 µM), for inactives: at the top dose activity, negative = less viability, hits mostly cytotoxic; hit rate 1.6% among 360,000; AID 686970;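 further: NT is the 2HG producing partner of a matched IDH1 knockdown line; potency means the concentration at half of the fitted maximal effect; 0% = DMSO-treated cells and -100% = media-only wells without cells; nearly all actives have a fitted effect of over 55% in size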
#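 Viability by CellTiter-Glo luminescence after 48 h compound exposure at 37C of HT-1080-NT cells (750/well, RPMI, 5% FBS). % activity scaled between DMSO wells and medium-only wells, then curve-fitted and categorized by curve class.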
# HT1080 IDH1KD tx – HT-1080 IDH1 knockdown cell toxicity (counter line) | HT-1080 IDH1 knockdown viability, ATP luminescence, 48 h | Potency, µM (series often up to 46.1 µM), inactives show top-dose activity, negative = toxicity, usual class: cytotoxic | hit rate 2% among 360,000 | AID 686971;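 further: potency means the concentration at half of the fitted maximal effect; 0% = DMSO wells and -100% = cell-free medium wells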
#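 Assay cells: HT-1080 with IDH1 knockdown, 750 per well, RPMI/5% FBS. Exposure: 48 h at 37 °C following 2 h pre-incubation. Read: CellTiter-Glo luminescence; fitted concentration-response, curve class assigned.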
# ATXN viability – reduces viability in counter-screen for ATXN expression inhibitors | S2 cells (HEK-293 line with an ATXN2-luciferase reporter) viability, CellTiter-Fluor protease fluorescence, 24 h | Potency, µM (doses to about 56.7 µM), hits mostly cytotoxic | hit rate 0.49% among 400,000 | AID 651635; further: potency means the concentration at half of the fitted maximal effect; nearly all actives have a fitted effect of over 40% in size
# MCF10A rereplic – induces DNA re-replication in MCF 10a normal breast cells | MCF 10A DNA re-replication, Hoechst nuclear intensity, 48 h | Potency, µM (doses to about 46.1 µM), without a hit: at the highest dose activity, positive = re-replication, usual class: activators | hit rate 2.9% among 350,000; further: potency means the concentration at half of the fitted maximal effect; % of control where 0% means no effect; nearly all actives have a fitted effect of over 50% in size
# IL1B secr inh – blocks inflammasome-driven IL-1 beta release | THP-1 LPS/ATP IL-1B secretion, AlphaLISA, 16 h; active compounds read low | hit rate 4.7% among 360,000 | activity change, % at 57.5 µM; in the data active means activity change below about -50%; inconclusive means mostly about -30% to -49%; further: on the % scale 0 is the no-effect control and ±100 the full control effect
#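 Secreted IL-1B measured by AlphaLISA bead assay after 16 h compound exposure of THP-1 cells; compounds (final up to 57.5 uM) added 1 h before LPS (250 ng/mL) and ATP (1.25 mM) stimulation; lower signal means less secretion.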
# HepG2 tox – kills HepG2 cells in TGF-b inhibitor counter-screen; Potency, µM (doses to about 46.1 µM), for the others: top-dose activity change, negative = cytotoxicity, most hits filed as cytotoxic; HepG2 CAGA-GFP viability, ATP luminescence, 18 h; hit rate 0.76% among 410,000; AID 588856; further: potency means the concentration at half of the fitted maximal effect; some results filed as inactive show a strong effect at the top dose
#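 HepG2 CAGA-GFP cells (1000/well, DMEM with 1% FBS) received compound, then TGF-beta at 500 pg/mL final, and were incubated 18 hours at 37 degrees C. Viability was read by CellTiter-Glo luminescence. Media-only wells were set as complete cell-killing and DMSO as no toxicity.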
# Active calls of the source: *; i = inactive; ? = inconclusive; . = not tested or not shown; & = joins results of further samples; [ ] = remark or other dose. Unless noted, the call rests on the fitted dose curve; in most records, active means well fitted curve in the direction sought with a large enough effect; inconclusive means small, poorly fitted or top-dose-only effect, or another doubt; inactive means no such curve, though single readings can be large; an effect the other way counts as inactive or inconclusive.
# Each structure is followed by: KB-3-1 tox, IL1B secr inh, SW480 rerep, ATXN2 expr inh, MCF10A rereplic, HepG2 tox, HT1080 IDH1KD tx, ATXN viability, HT1080NT lethal
COC(CN(C(=O)CCl)C(C(=O)NC1CCCCC1)c1ccc(C)cc1)OC (configuration not stated)
    ?, -92.6*, 5.8µM*, 2.7%, -6.0%, 0.1%, 7.6%, ?, 7.6%
O=C(/C=C/c1ccc2c(c1)OCO2)NCCSCc1cccc(Cl)c1
    ?, -6.6, 2.8%, -15.4%, ?, 11.6%, ?, i, -24.7%
CNc1nc(N)nc(-c2cc(Cl)ccc2OC)n1
    ?, -5.4, -4.3%, ., 4.4%, -19.5%, -5.1%, i, -1.9%
COc1cccc(CN2CCN(C(=O)c3ccc(-c4ccccc4)cc3)CC2)c1OC
    -1.0%, -17.2, -4.2%, -13.1%, 5.3%, -19.4%, -11.1%, i, -0.3%
CC(C)(C)c1cc(NC(=O)CSc2nncs2)n(-c2ccccc2)n1
    -6.1%, -13.1, -3.1%, -0.3%, -2.6%, -0.9%, -1.0%, i, -1.6%
CCN(CC)C(=O)C1=C(C)N(Cc2ccc(C(C)(C)C)cc2)C(=O)C(CC(=O)NCc2cccs2)C1 (configuration not stated)
    -11.0%, ?, ., -27.3%, ., -22.3%, -1.1%, ?, -11.0%
O=[N+]([O-])c1ccc(N/N=C/c2cccc(O)c2O)c(S(=O)(=O)N2CCOCC2)c1
    ?, 27.2, 4.11µM*, ., 21.6%, -23.1%, -8.4%, i, -13.3%
C=CCCC(=O)Nc1ccc(Br)cn1
    ?, -13.8, 16.4µM*, -24.4%, 9.2µM*, -0.7%, ?, i, ?
CCC(C)N(C(=O)COC(=O)c1ccc(N)c([N+](=O)[O-])c1)C1CCS(=O)(=O)C1 (configuration not stated)
    -2.7%, 9.3, ., ., ., 4.3%, 6.6%, i, 10.5%
COc1cc(CN2CCN(C(=O)c3cccc4ccccc34)CC2)cc(OC)c1OC
    3.4%, -0.8, -1.5%, ., 25.2%, -1.9%, 1.1%, i, -0.3%
C=CCn1c(=O)/c(=C/c2ccc(F)cc2)s/c1=C(\C#N)c1nnc2n1CCCCC2
    -2.7%, -67.1*, -3.2%, -22.3%, -2.9%, 2.7%, -0.4%, i, -16.2%
O=C(c1ccccc1F)N1CCN=C1SCc1cccnc1
    5.0%, -14.1, 10.2%, 5.9%, 5.4%, 11.6%, 11.9%, i, 5.7%
COc1ccccc1OCC(=O)Nc1ccc(S(=O)(=O)N2CCCCCC2)cc1
    -8.3%, -4.3, 3.0%, -3.0%, 2.2%, 0.0%, -6.5%[9.24 µM], i, 5.2%
Cc1ccc(N2C(=O)c3ccc(C(=O)N4CCN(Cc5ccccc5)CC4)cc3C2=O)cc1
    -3.9%, -5.5, -1.5%, -17.0%, -15.7%, -16.9%, -5.3%, i, 1.7%
CC(C)NC(=O)C1Cc2c(-c3ccc(Cl)cc3)ccnc2O1 (configuration not stated)
    13.1%, 25.4, ., -20.3%, ., 0.0%, 8.4%, i, 4.7%
C=C(C)CNC(=S)N/N=C(\C)c1cccc(NC(C)=O)c1
    -6.7%, -9.5, -4.3%, -9.3%, -1.8%, 2.9%, -11.5%, i, ?
Cc1[nH]c2ccccc2c1/C=N/NC(=O)c1cccs1
    -7.1%, 51.8, -34.7%[inhibitor], ., 19.7%, -3.7%, -6.1%, i, -9.6%
COc1cccc(Oc2ccc(C(F)(F)F)cc2NC(=O)c2cccc(F)c2)c1
    ?, 9.8, -2.7%, -16.2%, -52.5%[inhibitor], -1.9%, -3.8%, i, 6.2%
Cc1ccc(Cn2c(C(=O)O)c(CNCc3cccs3)c3ccc(C)cc32)cc1
    -29.7%, ., ., ?, ., -52.5%, ., ?, .
CC1=CC(=O)N(c2ccc(C)cc2)C1c1ccc(Cl)cc1 (configuration not stated)
    4.6%, -22.3, 6.1%, 3.4%, ?, -0.9%, -7.5%, i, -9.8%
COc1ccc(N2CCN(C(=O)C(=O)c3cn(CC(=O)N4CCOCC4)c4ccccc34)CC2)cc1
    8.5%, -8.3, 11.9%, -0.7%, -1.9%, 8.5%, 9.8%, i, 0.9%
CCN(CCO)c1cc(Cl)nc(SC)n1
    -0.5%, 11.8, -1.9%, -3.1%, -2.9%, 2.1%, -0.6%, ?, -0.3%
CCOC(=O)c1noc2c1CCC2
    7.3%, 2.1, ., ., ., ., 15.1%, ., 18.8%
Cc1c(-c2ccccc2)nc(N)c(C#N)c1-c1cccnc1
    0.0%, 4.6, 9.2%, ., -1.2%, -0.3%, 0.8%, i, -19.4%
CCOC(=O)C1CCN(Cc2ccc(Cl)c(Cl)c2)CC1
    1.8%, 3.3, 11.0%, -22.2%, ?, 4.7%, -6.4%, i, -2.3%
COc1ccc(C(=O)OC2CCCCC2CN(C)C)cc1 (configuration not stated)
    1.3%, -13.1, -1.9%, ., 1.4%, 1.2%, 8.4%, i, 0.8%
COc1ccc(OC)c(N2C(=O)CC(NNC(=O)c3ccc4c(c3)OCO4)C2=O)c1 (configuration not stated)
    -4.5%, 4.2, -27.4%, 4.2%, 7.3%, -6.1%, 4.9%, i, 7.4%
COc1ccc(-c2c(C)nn3c(N4CCN(Cc5ccccc5)CC4)cc(C)nc23)cc1OC
    -3.8%, 7.6, -18.3%, -0.4%, 14.9%, -18.0%, 3.6%, i, 3.2%
CN(CC(=O)NCc1ccc2c(c1)OCO2)S(=O)(=O)c1ccc(Cl)cc1
    -1.7%, -17.4, -1.7%, ., -0.1%, -4.9%, -1.6%, i, -2.8%
Cc1ccccc1C(=O)Nc1cccc(NC(=S)NC(=O)c2cccs2)c1
    -0.7%, -24.2, 7.0%, -5.0%, ?, -8.5%, -4.8%, i, 9.6%
O=C(COC(=O)c1ccc(N2CCCC2=O)cc1)Nc1ccccc1
    18.0%, -6.2, -16.6%, -7.9%, -4.1%, 0.2%, -6.9%, i, -0.2%
CC(=O)Cc1nsc(NC(=O)c2ccc(-c3cc(C(F)(F)F)ccc3Cl)o2)n1
    -0.8%, 16.5, ?, -3.0%, 3.26µM*, -16.7%, 11.2µM*, i, 11.2µM*
Cc1ccc(S(=O)(=O)N2CCOCC2)cc1C(=O)NCc1ccco1
    -9.2%, -6.4, -2.0%, 2.9%, 4.1%, 2.6%, -1.6%, i, 9.8%
CC(=O)c1ccc(S(=O)(=O)Nc2ccc(N3CCOCC3)cc2)cc1
    12.1%, 4.5, -4.8%, 2.7%, 1.0%, 6.5%, 1.4%, i, 3.6%
O=C(NC1CCS(=O)(=O)C1)c1cccc(Br)c1 (configuration not stated)
    -10.8%, 3.6, 0.0%, -0.6%, -1.2%, 0.5%, 7.1%, i, 1.4%
CCCCc1cc(=O)oc2cc(OCc3nn[nH]n3)ccc12
    23.8%, -7.7, -4.6%, -8.2%, 1.5%, 1.5%, 0.1%, ?, 4.6%
CC(=O)c1cccc(S(=O)(=O)N(C)C2CCN(C)CC2)c1
    4.7%, 3.1, -18.5%[1.84 µM], 7.3%, -0.1%, 0.8%, 2.4%, i, -0.3%
O=C(COCc1cc(-c2ccc3c(c2)OCO3)on1)N1CCN(c2cccc(Cl)c2)CC1
    4.7%&12.9%, -6.1, -8.5%, -4.7%, ?, -2.0%&-4.5%, -8.0%, i, -0.5%
COC(=O)N/N=C/c1ccc(Oc2ccccc2)cc1
    7.9%, 29.6, -12.5%, 56.9%[activator], -2.7%, 0.7%, -18.4%, i, -18.7%
COc1ccc(S(=O)(=O)N2CCCC2)cc1NC(=O)c1ccccc1
    ?, -4.1, 0.8%, -3.9%, ?, 3.2%, -6.9%, i, 2.6%
N#CC1=C(N)OC2=C(C(=O)CCC2)C1c1ccc(OC(=O)N2CCOCC2)cc1 (configuration not stated)
    -5.5%, -2.5, -2.7%, -2.5%, -6.2%, -2.0%, 1.3%, i, 8.0%
Cc1ccc(C)c(CNC(=O)Nc2ccccc2)c1
    -5.4%, -10.0, -67.6%[inhibitor], 36.1%[activator], ?, -5.6%, 15.0%, i, -0.9%
NC(=O)CC(NC(=O)c1ccc(Cl)cc1)C(=O)NCCc1ccc(S(N)(=O)=O)cc1 (configuration not stated)
    -1.3%, 12.8, 17.5%, 5.1%, ?, -3.1%, 6.0%, i, 7.0%
Cc1cc(C)cc(C(=O)NCCC(=O)N2CCC3(CC2)NCCc2[nH]cnc23)c1
    0.0%, -6.8, -5.5%, -0.6%, 1.1%, 5.6%, 0.0%, i, 11.1%
Cc1cc(=O)c2cc(Br)ccc2n1CC(=O)NCc1ccccc1
    -0.7%, -28.6, -1.3%, -6.3%, -2.0%, -1.0%, 2.9%, ?, -2.8%
COC(=O)C1=CN(c2cc(C)cc(C)c2)C=C(C(=O)OC)C1c1ccc(OC)c(O)c1
    ?, -27.8, ?, -1.9%, 20.1%, -8.6%, ?, i, ?
Cc1c(P(=S)(c2ccccc2)c2ccccc2)[n+]2ccccc2n1CCc1ccccc1
    13µM*, ., ., ?, ., -52.2%, ., ?, .

# In the list so far, these have a cyano group:
# Each structure is followed by: KB-3-1 tox, IL1B secr inh, SW480 rerep, ATXN2 expr inh, MCF10A rereplic, HepG2 tox, HT1080 IDH1KD tx, ATXN viability, HT1080NT lethal
C=CCn1c(=O)/c(=C/c2ccc(F)cc2)s/c1=C(\C#N)c1nnc2n1CCCCC2
    -2.7%, -67.1*, -3.2%, -22.3%, -2.9%, 2.7%, -0.4%, i, -16.2%
Cc1c(-c2ccccc2)nc(N)c(C#N)c1-c1cccnc1
    0.0%, 4.6, 9.2%, ., -1.2%, -0.3%, 0.8%, i, -19.4%
N#CC1=C(N)OC2=C(C(=O)CCC2)C1c1ccc(OC(=O)N2CCOCC2)cc1 (configuration not stated)
    -5.5%, -2.5, -2.7%, -2.5%, -6.2%, -2.0%, 1.3%, i, 8.0%
